BRCA1 expr up – increases BRCA1 expression; MCF7-BRCA1-FFLuc reporter, luminescence, 48 h; response scale: scaled: vehicle 0%, 10 µM genistein 100%; Potency, µM (series often up to 46.1 µM), without a hit: top-dose activation, hits mostly activators; hit rate 1.1% among 380,000; AID 624202; active = well fitted activation curve with a large enough effect; inconclusive = small, poorly fitted or top-dose-only effect; inactive = no such curve, though single readings can be large or run the other way; note: potency is the fitted concentration of half-maximal effect; nearly all actives have a fitted effect of over 80% in size; some results filed as inactive show a strong effect at the top dose
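Activators of BRCA1 expression were detected as increased firefly luciferase luminescence in engineered MCF7 cells after 48 h compound incubation. Signals were scaled to genistein 10 microM as full activation.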
Giardia killer – kills Giardia lamblia. Giardia lamblia trophozoite viability. activity change, % at 7.66 µM, hits read low. hit rate 0.15% among 340,000. AID 540267; in the data active = activity change below about -80%; inconclusive = between about -30% and that limit;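 note: parasites exposed to compound for two days anaerobically before the ATP read; % is set by controls: 0 for no effect and ±100 for the full control effect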
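Killing of trophozoites was scored by loss of ATP luminescence after a 48 hrs anaerobic exposure to compounds at 37 deg C, using 100 cells per well.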
* = called active by the depositor; ? = inconclusive; [ ] = dose if it differs, or a comment.

cpd	molecule	BRCA1 expr up	Giardia killer
1	CCNc1nc(C#N)nc(N2CCOCC2)n1	-15%	7
2	Cc1cccc(C(=O)N(C(=O)c2cccc(C)c2)N(C)C)c1	-29%	-16
3	C=CCOC(=O)C1=C[C@H](c2ccc(C(F)(F)F)cc2)C[C@H](OCCCCO)O1	-5%	0
4	COc1ccc(/C=C/c2nccc3c2[nH]c2ccccc23)cc1	-9%	-22
5	CCCNc1ncnc2[nH]ncc12	-2%	-5
6	CC[C@H](C)[C@H]1CNC(=O)C(=O)N1CC1CCN(CCCc2ccc(OC)c(OC)c2)CC1	3%	-12
7	O=C1[C@H](Cc2ccccc2)NCC=CC[C@H](c2ccc(Cl)cc2)N1Cc1ccccc1	-33%	-16
8	COc1cc([N+](=O)[O-])ccc1-c1ccc(/C=C2\C(=O)ON=C2c2ccccc2)o1	0%	9
9	OCC[C@H]1C[C@H](O)[C@@H](O)[C@]2(CCCCO2)O1	1%	-9
10	OC(CSc1ccccc1)CN1CCN(c2cccc(Cl)c2)CC1 (centres undefined)	2%	40[activator]
11	O=C1c2ccccc2C(=O)N1c1ccc(O)cc1	8%	2
12	O=C(Cc1ccc(NC(=O)C2CCCN(C(=O)C3CCCC3)C2)cc1)Nc1ccc(C(=O)N2CCOCC2)cc1 (centres undefined)	6%	-3
13	CCC1C(c2ccccc2)=CCC(C(=O)O)C1C (centres undefined)	19%	27
14	CCCCN1C(=O)C(=O)NC[C@@H]1CCCCN	4%	42[activator]
15	O=C(c1ccccc1)c1ccc(OCC(O)CN2CCOCC2)cc1 (centres undefined)	4%	6
16	Cc1ccc(NC(=O)c2ncn(CCCN3CCN(c4ccccn4)CC3)n2)cc1C	-4%	-15
17	CC(C)(C)NC(=O)C(c1ccco1)N(C(=O)Cn1nnc(-c2ccc(F)cc2)n1)c1ccccc1 (centres undefined)	15%	7
18	Fc1ccccc1-c1nc2c(s1)CCc1onc(-c3ccc(Br)cc3)c1-2	10%	-7
19	CCC(=O)OCOc1ccc(/C=C2/CCC(CN(C)C)C2=O)cc1 (centres undefined)	-85%	1
20	CC[C@@H](C(=O)[C@@H](C)[C@@H](O)[C@H](C)[C@@H]1O[C@@H]([C@@H](CC)C(=O)O)CC[C@@H]1C)[C@H]1O[C@]2(C=C[C@@H](O)[C@]3(CC[C@@](C)([C@H]4CC[C@](O)(CC)[C@H](C)O4)O3)O2)[C@H](C)C[C@@H]1C	-11%	-12

Looked up by structure from above:
cpd	molecule	BRCA1 expr up	Giardia killer
16	Cc1ccc(NC(=O)c2ncn(CCCN3CCN(c4ccccn4)CC3)n2)cc1C	-4%	-15
1	CCNc1nc(C#N)nc(N2CCOCC2)n1	-15%	7

(next part)
cpd	molecule	BRCA1 expr up	Giardia killer
21	O=C1O[C@H](CO)[C@@H](O)[C@H](O)[C@H]1O	-5%	-23
22	CCn1cc(C2C3=C(CC(C)(C)CC3=O)N(c3ccc(C)cc3)C3=C2C(=O)CC(C)(C)C3)c(C)n1	0%	12
23	COc1ccc(CN(C)C(=O)CCC(=O)N2CCN(S(=O)(=O)c3ccc(Cl)cc3)CC2)c(OC)c1	-36%	11
24	CN(CC(=O)Nc1cc(C(F)(F)F)ccc1-n1cncn1)Cc1ccccc1N1CCOCC1	-38%	23
25	CC(C)(C)OC(=O)N1CCCC(C(=O)Nc2cccc(C(=O)NCCc3ccccc3)c2)C1 (centres undefined)	68%	-1
26	CCOC(Cn1cc([N+](=O)[O-])c(=O)[nH]c1=O)OCC	-5%	17
27	COC(C/C=C/[C@H](O)[C@H](C)OCc1ccccc1)OC	2%	-20
28	COc1ccc(S(=O)(=O)N2CCCCCC2)cc1NC(=O)CCc1cc(OC)c(OC)c(OC)c1	-7%	9
29	S=C(NCc1ccccn1)NN=Cc1ccccn1	-78%	-17
30	COC(C/C=C/C(=O)[C@H](C)OCc1ccccc1)OC	-22%	3
31	C=CCOC(=O)C1=C[C@@H](c2ccc(Br)cc2)C[C@@H](OCCCCO)O1	-13%	10
32	C/C(=C\C(=O)c1ccc(Cl)cc1)Nc1ccc(Br)cc1	?	11
33	O=C1N[C@@H](Cc2ccccc2)C(=O)N2[C@@H]1C[C@@]1(Br)c3ccccc3N(S(=O)(=O)c3ccccc3)[C@@H]21	-8%	4
34	CC1CCCCC1NC(=O)COC(=O)c1c2c(nc3ccccc13)/C(=C\c1ccco1)CC2 (centres undefined)	-17%	1
35	CCOC(=O)c1ccc(NC(=O)c2c(N)n(C)c(=O)[nH]c2=O)cc1	38%	-2
36	CCCCn1c(=NC(C)=O)c(C#N)cc2c(=O)n3cccc(C)c3nc21	-14%	-3
37	CC(CC(=O)O)NCC1COc2ccccc2O1 (centres undefined)	-11%	14
38	CCC(C)Cn1cnc2c(Sc3c([N+](=O)[O-])ncn3C)nc(N)nc21 (centres undefined)	-32%	9
39	C#CCOCCOCCOCCNc1nc(N2CCN(C(=O)Cn3cc(CCCCN)nn3)CC2)nc(N2CCN(C(=O)[C@H](C)n3cc(CCC(=O)O)nn3)CC2)n1	8%	4
40	CC(Sc1ncnc2sccc12)C(=O)Nc1ccc(S(=O)(=O)N2CCOCC2)cc1 (centres undefined)	-11%	0
41	CC(C)(C)c1ccc(OCC(O)CN2CCOCC2)cc1 (centres undefined)	4%	9
42	CN(C)CC1CC/C(=C\c2ccc(O)cc2)C1=O (centres undefined)	-94%	-14
43	Cc1ccc(S(=O)(=O)N2CCN(C(=O)CN(Cc3ccco3)Cc3cccs3)CC2)cc1	-3%	13
44	COc1ccc(Cn2c(=O)[nH]c3cc(C(=O)N4CCN(C(=O)c5ccco5)CC4)ccc3c2=O)cc1	-23%	-2
45	CN1CCN(c2nc3c(=O)[nH]c(N)nc3n2C2OC(CO)C(O)C2O)CC1 (centres undefined)	17%	13
46	CC(C)C[C@@H](CNCC(=O)[C@H](Cc1ccccc1)NC(=O)c1[nH]cnc1C(=O)N[C@@H](C)CN)NC(=O)c1nc[nH]c1C(=O)N[C@@H](CC(=O)O)C(=O)O	1%	?
47	C=C1CCN([C@@H](Cc2ccccc2)C(=O)NCCC(C)C)S(=O)(=O)c2ccccc21	0%	1
48	CCOC(=O)c1cc2c(c(CCO)n1)[C@H](CCO)N(S(=O)C(C)(C)C)C2 (some centres undefined)	3%	-15
49	Cc1nn(-c2ccccc2)c(N2CCCC2)c1/C=N/NC(=S)Nc1ccc(F)cc1	2%	9
50	COc1ccccc1-c1cccc([C@@H]2C[C@H]3[C@H](CON3C)CN2C(C)=O)c1	-6%	-10
51	CC(NC(=O)c1ccccc1)C(=O)OCC(=O)Nc1cccc(S(=O)(=O)N2CCCC2)c1 (centres undefined)	0%	-6
52	CC(=O)Nc1ccc(C=NNc2nnc(NN=Cc3ccc(NC(C)=O)cc3)c3ccccc23)cc1	-29%	25
53	Cc1noc(COc2ccccc2OCC(N)=O)n1	1%	1
54	COc1ccc(CN2CC[C@H]3C=CC[C@@H](C(=O)N4CCOCC4)[C@H]3C2=O)cc1OC	10%	4
55	CC1(C)CC(=O)C=C(Nc2cccc(Cl)c2Cl)C1	-22%	-20
56	COc1ccc(C(=O)O)c(O)c1	4%	10
57	CC[C@]12C(=O)N(C)C[C@H]([C@@H]3C(=O)N(Cc4ccccc4)C(=O)[C@@H]31)N2C(=O)c1ccc(F)cc1	-4%	-2
58	O=C(COC(=O)c1ccccc1NCCO)Nc1ccc(S(=O)(=O)NC2=NCCCCC2)cc1	24%	-21
59	O=C(Cc1ccc(NC(=O)C2CCN(C(=O)C3CCCC3)CC2)cc1)Nc1ccc(C(=O)N2CCOCC2)cc1	4%	-23
60	Nc1nc(SCC(=O)c2ccc(Cl)cc2)c2ncn(C3OC(CO)C(O)C3O)c2n1 (centres undefined)	-14%	4

Of the compounds above, 4 contain a tert-butyl group.
cpd	molecule	BRCA1 expr up	Giardia killer
17	CC(C)(C)NC(=O)C(c1ccco1)N(C(=O)Cn1nnc(-c2ccc(F)cc2)n1)c1ccccc1 (centres undefined)	15%	7
25	CC(C)(C)OC(=O)N1CCCC(C(=O)Nc2cccc(C(=O)NCCc3ccccc3)c2)C1 (centres undefined)	68%	-1
41	CC(C)(C)c1ccc(OCC(O)CN2CCOCC2)cc1 (centres undefined)	4%	9
48	CCOC(=O)c1cc2c(c(CCO)n1)[C@H](CCO)N(S(=O)C(C)(C)C)C2 (some centres undefined)	3%	-15

Of the compounds above, five have a furan ring, fused or not.
cpd	molecule	BRCA1 expr up	Giardia killer
8	COc1cc([N+](=O)[O-])ccc1-c1ccc(/C=C2\C(=O)ON=C2c2ccccc2)o1	0%	9
17	CC(C)(C)NC(=O)C(c1ccco1)N(C(=O)Cn1nnc(-c2ccc(F)cc2)n1)c1ccccc1 (centres undefined)	15%	7
34	CC1CCCCC1NC(=O)COC(=O)c1c2c(nc3ccccc13)/C(=C\c1ccco1)CC2 (centres undefined)	-17%	1
43	Cc1ccc(S(=O)(=O)N2CCN(C(=O)CN(Cc3ccco3)Cc3cccs3)CC2)cc1	-3%	13
44	COc1ccc(Cn2c(=O)[nH]c3cc(C(=O)N4CCN(C(=O)c5ccco5)CC4)ccc3c2=O)cc1	-23%	-2

The list goes on.
cpd	molecule	BRCA1 expr up	Giardia killer
61	N#CC1(C#N)OC12CCS(=O)(=O)c1ccccc12 (centres undefined)	2%	-6
62	CC(=O)CC(CC(=O)NC1CCCCC1)c1ccccc1 (centres undefined)	3%	-13
63	CC(=O)c1ccc(S(=O)(=O)N(C)CC(=O)Nc2cccc(S(=O)(=O)N3CCCC3)c2)cc1	-17%	-9
64	O=S(=O)(NCCc1c[nH]c2ccccc12)c1ccc(F)cc1	10%	0
65	O=c1c2ccccc2sc2ccc(NCCCN3CCOCC3)cc12	11µM*	-7
66	S=C(NCc1ccccc1)C(=S)NCc1ccccc1	15%	-13
67	O=C(NCCCCNC(=O)c1c(Cl)cccc1Cl)c1c(Cl)cccc1Cl	3%	9
68	CC(=O)SC1CC(=O)C=C2CCC3C4CCC(=O)OC4(C)CCC3C21C (centres undefined)	-4%	18
69	CCOc1cc(N2CCOCC2)c(OCC)cc1NC(=O)CN1C(=O)NC(C)(c2ccc(OC)cc2)C1=O (centres undefined)	-2%	-4
70	COc1ccc(C(=O)NNC(=O)c2cccc3ccccc23)cc1	73%	-5
71	COc1ccc(C=CC(=O)C=CC=Cc2ccccc2)cc1	-16%	-7
72	O=[N+]([O-])c1ccccc1N=Nc1c(O)[nH]c2ccc(F)cc12	-55%	-5
73	CSCCC(NS(=O)(=O)c1ccc(Cl)cc1)C(=O)N1CCN(c2ccccc2)CC1 (centres undefined)	-30%	-3
74	COc1ccc(CCNC(=O)c2ccc(NC(=O)CC3SC(N4CCCCC4)=NC3=O)cc2)cc1OC (centres undefined)	-9%	-20
75	Clc1ccc2nc(CSc3nnc(-c4c[nH]c5ccccc45)o3)cn2c1	15%	-1
76	COc1cccc(CN(CC(=O)NCC2CCCO2)C(=O)CNS(=O)(=O)c2ccccc2)c1 (centres undefined)	1%	-8
77	CCC(CC)CN1CCC(CN2CCNC(=O)C2=O)CC1	0%	57[activator]
78	COc1ccc(C2C(C)C(=O)C(C)C(c3ccc(OC)cc3)N2N=O)cc1 (centres undefined)	-13%	-6
79	O=C(NCCOc1ccccc1)C1Nc2ccc(OC(F)(F)F)cc2C2C=CCC12 (centres undefined)	2%	-30
80	CCOc1cc(Br)c(C(C)NC(=O)c2cccnc2)cc1OCC (centres undefined)	-9%	6
81	C#CCOCCOCCOCCNc1nc(N2CCN(C(=O)[C@H]([C@@H](C)CC)n3cc(CCC(=O)O)nn3)CC2)nc(N2CCN(C(=O)[C@H](Cc3ccc(O)cc3)n3cc(CCO)nn3)CC2)n1	2%	-3
82	CC(C)(C)OC(=O)N1CCC(C(=O)Nc2cccc(C(=O)NC3CC3)c2)CC1	8%	?
83	Cn1nc(Cc2cccc3ccccc23)c(C#N)c1N	5%	-2
84	CCC(=O)c1ccc(OC(=O)c2cccs2)cc1	-10%	-5
85	CCC(=NN=C(CC)c1ccccc1O)c1ccccc1O	-40%	-7
86	O=C(O)c1cccc2c1Oc1ccccc1S2(=O)=O	-6%	-9
87	O=[N+]([O-])c1ccc2cc[nH]c2c1	26%	3
88	O=C(Nc1nccs1)[C@@H]1CC=C[C@@H]2CCN(Cc3ccccc3)C(=O)[C@@H]21	3%	-4
89	N=c1c2ccccc2nnn1-c1ccccc1[N+](=O)[O-]	-27%	?
90	CC(=O)Nc1ccc(C(=O)Nc2cc(S(=O)(=O)N3CCOCC3)ccc2N2CCOCC2)cc1	-26%	-1
91	O=C(Cc1ccc(NC(=O)C2CCN(C(=O)C3CC3)CC2)cc1)Nc1ccc(C(=O)N2CCOCC2)cc1	8%	?
92	CC(=O)Oc1ccc(-c2cc3ccccc3oc2=O)cc1	13µM*	1
93	Nc1nccc(SCc2ccc(Cl)cc2Cl)n1	-3%	-2
94	COCCN(CC(=O)Nc1cccc(C)c1C)C(=O)C1CCN(S(=O)(=O)c2ccccc2)CC1	-26%	-4
95	COc1ccc(C(=O)NCC(=O)OCC(=O)c2cccc3ccccc23)cc1	4%	-13
96	COc1ccc(N2CCN(C(c3ccc(C)cc3)c3nnnn3C(C)(C)C)CC2)cc1 (centres undefined)	5%	-12
97	O=P1(O)Cc2ccccc2-c2ccccc21	2%	-12
98	O=C1NC(=O)N2CCSC2(Cc2ccccc2)N1 (centres undefined)	-17%	-15
99	Cn1c(=O)oc2ccccc2c1=O	11%	-20
100	CCCCCC(=O)Nc1cc(S(=O)(=O)O)cc2cc(S(=O)(=O)O)cc(O)c12	8%	-23
101	O=C(CN1CCOc2ccccc21)NC1CCCCCCC1	-2%	-14
102	COCC(=O)Nc1c(I)c(C(=O)NCC(O)CO)c(I)c(C(=O)N(C)CC(O)CO)c1I (centres undefined)	-14%	-4

An excerpt; rates above refer to the full screens.
